# GLD-1 RNA inh – GLD-1/TGE RNA complex disruptors, primary screen, biochemical, fluorescence polarization; AID 2280, 2010; inhibition, % at 5.96 µM; 320,000 compounds, 0.44% hits; purified GLD-1 + fluorescein TGE RNA; Female germline-specific tumor suppressor gld-1 (Caenorhabditis elegans), Q17339;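 active means percent inhibition above a per-plate cutoff, the plate mean of test compounds plus 3 SD, cut at about 30% in these data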;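 further: 0% = DMSO wells with GLD-1 and probe and 100% = wells lacking GLD-1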
# MCL1-BIM inh – inhibitors of MCL1 binding to BIM-BH3, primary screen, biochemical, fluorescence polarization; Induced myeloid leukemia cell differentiation protein Mcl-1 (Homo sapiens), Q07820; GST-MCL1 / FITC-Bim-BH3 fluorescence polarization; inhibition, % at 10.9 µM; 320,000 compounds, 0.68% hits; AID 2057, 2009;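 active means inhibition above the mean inhibition of all tested compounds plus 3 SD, set per campaign, cut at about 40% in these data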;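 further: 0% = DMSO wells and 100% = unlabeled Bim-BH3 peptide control; higher means more loss of mP so more displacement of Bim peptide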
# Target sequence (Q07820 whole entry, looked up): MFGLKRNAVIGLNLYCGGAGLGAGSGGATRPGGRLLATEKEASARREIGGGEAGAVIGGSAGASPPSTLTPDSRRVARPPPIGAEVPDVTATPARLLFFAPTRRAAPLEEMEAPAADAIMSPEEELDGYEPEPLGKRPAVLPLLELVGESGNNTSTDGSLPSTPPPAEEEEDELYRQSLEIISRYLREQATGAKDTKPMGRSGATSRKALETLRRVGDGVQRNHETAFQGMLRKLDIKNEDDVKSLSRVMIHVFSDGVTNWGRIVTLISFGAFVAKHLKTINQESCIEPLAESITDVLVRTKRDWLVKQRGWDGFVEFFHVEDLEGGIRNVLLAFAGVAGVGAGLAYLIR
# Fam108B counter – mouse Fam108B serine hydrolase inhibitors, primary screen, counter-screen for RBBP9 inhibitor project, biochemical, fluorescence polarization; recombinant Fam108B, FP-Rh probe fluorescence polarization; inhibition, % at 9.51 µM; 300,000 compounds, 0.33% hits;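 active means inhibition above the screen mean inhibition plus 3 SD, computed separately per campaign, cut at about 18% in these data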;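 further: inhibitors lower polarization as less probe binds the enzyme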
# Bcl-xL primary – inhibitors of human Bcl-xL, primary screen, biochemical, fluorescence polarization, HTS | GST-Bcl-xL / FITC-Bim BH3 peptide fluorescence polarization | AID 2129, 2009 | inhibition, % at 10.9 µM | 320,000 compounds, 0.7% hits | Bcl-2-like protein 1 (Homo sapiens), Q07817;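 active means inhibition above the mean of all tested compounds plus 3 SD, cutoff set per campaign, cut at about 30% in these data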;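 further: 0% = DMSO wells and 100% = unlabeled Bim-BH3 peptide competitor; inhibitors lower millipolarization by displacing the labeled peptide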
# CIT2 TOR yeast – modulators of CIT2-GFP expression in yeast, primary screen, S. cerevisiae, GFP fusion, multiplex flow cytometry, MLPCN library; GFP response vs DMSO, % at 10 µM; AID 2029, 2009; S. cerevisiae CIT2-GFP strain, 3 h; 100 means same as DMSO wells; 320,000 compounds, 0.065% hits;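 active means GFP response relative to DMSO above a set limit, near the screen mean plus 3 SD, cut at about 150% in these data; inconclusive means Fewer than 70 cells measured for a yeast strain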;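 further: ratio of well median GFP fluorescence to mean of DMSO wells on the plate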
# AGP1-GFP MLPCN – modulators of AGP1-GFP expression in yeast TOR pathway, primary screen, cell-based, multiplex flow cytometry, S. cerevisiae, MLPCN library; 3 h; GFP as percent of DMSO wells; GFP response vs DMSO, % at 10 µM; 320,000 compounds, 0.02% hits; AID 2066, 2009;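 active means GFP response relative to DMSO above a set limit, near screen average plus 3 SD, cut at about 150% in these data; inconclusive means fewer than 70 cells counted for the yeast strain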;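 further: median GFP channel fluorescence of the gated AGP1 strain per well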
# GRK2 aptamer HTS – compounds blocking aptamer binding on GRK2 – biochemical, human GRK2, bead flow cytometry, HTS, primary screen; FAM-aptamer displacement from GRK2; inhibition of aptamer binding, % at 10 µM; 330,000 compounds, 0.59% hits; Beta-adrenergic receptor kinase 1 (Homo sapiens), P25098;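 active means inhibition of aptamer binding above 40%, roughly 3 SD of noise, on plates passing a quality check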;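 further: median bead fluorescence of bound FAM aptamer so fluorescent compounds give negative values; no value below 0 was filed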
# Target sequence (P25098 whole entry, looked up): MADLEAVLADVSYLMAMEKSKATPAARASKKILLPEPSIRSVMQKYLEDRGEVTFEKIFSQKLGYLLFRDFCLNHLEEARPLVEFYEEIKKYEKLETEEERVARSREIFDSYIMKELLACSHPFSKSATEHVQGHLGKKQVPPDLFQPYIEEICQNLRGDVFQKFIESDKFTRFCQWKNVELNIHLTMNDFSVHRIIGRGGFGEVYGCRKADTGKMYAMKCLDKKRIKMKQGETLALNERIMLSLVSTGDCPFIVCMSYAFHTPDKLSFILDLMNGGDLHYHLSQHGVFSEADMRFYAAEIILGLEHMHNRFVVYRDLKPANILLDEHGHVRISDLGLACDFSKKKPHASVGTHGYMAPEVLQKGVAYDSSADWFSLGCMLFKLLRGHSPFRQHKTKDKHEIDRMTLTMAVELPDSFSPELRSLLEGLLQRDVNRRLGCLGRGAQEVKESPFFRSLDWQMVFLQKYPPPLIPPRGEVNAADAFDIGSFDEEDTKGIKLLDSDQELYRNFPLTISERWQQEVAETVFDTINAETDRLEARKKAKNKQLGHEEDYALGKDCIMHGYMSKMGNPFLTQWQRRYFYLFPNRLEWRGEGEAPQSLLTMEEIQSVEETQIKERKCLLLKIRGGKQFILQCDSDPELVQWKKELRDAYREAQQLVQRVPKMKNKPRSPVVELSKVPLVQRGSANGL
# MEX-5 binding – MEX-5 zinc finger RNA-binding disruptors – biochemical, C. elegans, fluorescence polarization, MLPCN library, primary screen | MEX-5/FITC-TCR2 RNA binding; stronger effect = lower value | activity score (negative = inhibition of binding), % at 10 µM | 300,000 compounds, 0.38% hits | AID 1832, 2009;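 active means inhibition past about -25% in most replicates, and total fluorescence under double the plate's negative control median, limit read from the data; inconclusive means replicates evenly split on the limit, or fluorescence at least double controls; inactive means too little inhibition in most replicates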;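 further: 0% = DMSO and -100% = 5 µM competing unlabeled TCR2 RNA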
# VLA-4 inh – inhibition in human VLA-4 binding assay, primary screen, VLA-4 allosteric modulator project, MLPCN library, flow cytometry, VLA-4 expressing cells; inhibition, % (about 7 µM as worked out from the volumes in the protocol); 330,000 compounds, 0.2% hits; ligand binding flow cytometry; AID 2557, 2010; Integrin alpha-4 (Homo sapiens), P13612; in the data active means inhibition above about 50%
# * hit, by the source's call; ? = inconclusive; . = not tested or not shown.
SMILES,GLD-1 RNA inh,MCL1-BIM inh,Fam108B counter,Bcl-xL primary,CIT2 TOR yeast,AGP1-GFP MLPCN,GRK2 aptamer HTS,MEX-5 binding,VLA-4 inh
COc1ccccc1C(=O)COC(=O)c1ccccc1O,-5,0,-1,-2,86,98,0,1.7,1
CS(=O)(=O)c1ccccc1C(=O)Nc1nc2ccccc2[nH]1,5,-2,5,-2,93,94,0,2.4,-5
CCOc1ccc(/C(O)=C2\C(=O)C(=O)N(c3cc(C)on3)C2c2ccccc2OC)cc1 (centres undefined),3,0,0,4,104,107,0,-0.3,5
O=C(CN1CCN(c2ccccc2F)CC1)c1c[nH]c2ccccc12,1,4,2,3,94,110,4,-2.1,12
CC(C)c1ccc(NC2CCCN(C(=O)CCc3cn[nH]c3)C2)cc1 (centres undefined),.,.,.,.,102,87,0,0.3,-11
Cc1nc2c(Br)c(C)nn2c2c1CCC2,0,-1,-4,2,97,103,2,1.3,7
Cc1ccc(C(=O)Nc2ccccc2Sc2ccccc2)cc1,2,-3,-6,7,101,94,0,-3.8,-2
N/C(Cc1ccc([N+](=O)[O-])cc1)=N\OC(=O)c1ccc(Br)cc1,4,-1,3,2,117,64,1,3.6,2
Nc1nnc(SCc2nnc(-c3ccccc3)o2)s1,10,7,-4,4,97,100,4,-1.4,-2
COc1cccc(NC(=O)CN(C)CC(=O)Nc2ccc(Cl)cc2[N+](=O)[O-])c1,5,-1,1,2,94,93,1,-2.2,-11
Cc1cc(C)nc(N2CCN(c3ncnc4c3cnn4Cc3ccc(Cl)cc3Cl)CC2)n1,1,-5,-1,1,97,98,1,0.4,-9
CO/N=C(\C(=O)O)c1csc(NN=C(C)C)n1,-1,18,5,7,87,99,7,-11,12
COc1ccc(-c2csc(N3CCN(c4cc5c(cc4Cl)nc(-c4ccncc4)n5CCOCCO)CC3)n2)cc1,4,7,4,9,86,88,3,0.9,-3
CCC(=O)N1c2ccc(S(=O)(=O)CCC(=O)Nc3ccc(OC)cc3OC)cc2CC1C (centres undefined),-3,6,4,3,105,101,5,-0.8,1
Cc1ccc(C(C)C)c(OCC(O)CN(C)Cc2ccccc2)c1 (centres undefined),2,-2,-2,3,94,96,0,0.8,-3
O=C(Nc1ccc2c(c1)OCO2)C1CCCCN1S(=O)(=O)c1ccc(F)cc1 (centres undefined),1,2,1,4,83,93,0,-3.1,-1
CC(=O)Nc1cc(C(=O)N2CCN(C)CC2)ccc1S(=O)(=O)c1ccc(C)cc1,3,9,0,4,103,108,3,.,13
O=C(COC(=O)CCS(=O)(=O)c1ccc(Cl)cc1)NCCc1ccc(Cl)cc1Cl,1,-3,-1,-1,93,91,0,-0.3,3
CC(=O)N1CCN(C(=S)NCCc2ccccc2)CC1,3,6,-1,5,104,102,3,-2.2,-19
O=C(CCNc1n[nH]c(=O)[nH]c1=O)N/N=C/c1ccccc1Br,-3,-3,-2,-3,98,97,1,2.3,-10
Cc1cc(C)nc(N(C#N)CC(=O)c2ccccc2)n1,0,1,0,0,102,96,4,4.9,-10
Nc1nnc(CC(=O)N/N=C/c2cccc(OCCOc3ccccc3)c2)s1,-2,3,-10,-5,92,94,2,1.9,2
O=C(CSc1c(Cl)cccc1Cl)NC1CCCc2ccccc21 (centres undefined),1,-3,-2,4,91,99,4,0.0,3
COC(=O)CSc1nc2nc(-c3cccs3)cc(C(F)(F)F)c2c(=O)[nH]1,-4,1,2,1,94,97,0,5.1,7
O=C(c1cc2ccccc2oc1=O)N(Cc1ccccc1)Cc1ccc2c(c1)OCO2,4,5,-3,3,84,102,3,1.4,-8
CO/N=C(\CCC(=O)O)c1cccs1,2,-2,-3,-1,108,108,0,-1.3,-8
COc1ccc(/C=N/Nc2cc(N3CCOCC3)ncn2)c(OC)c1,-2,1,-5,2,101,96,0,0.6,22
COC(=O)Nc1nc(Sc2ncc(C(F)(F)F)cc2Cl)n[nH]1,-9,4,-4,-10,101,92,0,1.0,4
Cc1cc(C(=O)NCCC(C)C)c2ccccc2n1,2,-19,2,-10,102,107,0,-0.1,1
O=C(C1CC(=O)N(c2ccccc2)C1)N1CCN(c2ccc(F)cc2)CC1 (centres undefined),-1,1,2,3,.,93,4,-2.1,0
Cc1c(C(=O)Nc2ccccc2F)cnn1-c1ccccc1,1,-9,1,-3,115,99,0,-1.3,-7
COc1cc(NC(=S)NCc2cccnc2)cc(OC)c1OC,4,12,1,2,102,105,0,2.8,5
CCCSc1nnc(Nc2ccccc2C)s1,0,-5,-1,4,101,95,1,-2.2,-3
O=C(NC(=S)Nc1nc2c(ccc3ccccc32)s1)c1cccs1,2,2,-3,1,99,98,0,-1.4,16
Fc1ccc(C2CCCN2Cc2nc(CC3CC3)no2)cc1 (centres undefined),-8,4,-1,6,109,101,5,0.4,-11
Cc1nn(CCC(=O)NCc2ccc(OC(C)C)cc2)c(=O)c2nn(-c3ccccc3)c(C)c12,5,5,0,8,110,94,0,1.1,10
OC(CN1CCCCCC1)CN(c1ccccc1)c1ccccc1 (centres undefined),-3,13,4,0,104,103,0,0.8,18
CCOc1c(C)cnc2c1c(=O)n(Cc1ccccc1Cl)c(=O)n2C,4,2,0,1,93,102,1,5.1,8
COc1ccc(C(=O)OC(C)CN2CCOCC2)cc1OC (centres undefined),5,-8,0,-2,104,105,2,1.9,11
Cc1occc1-c1nnc(SCCCC(=O)c2ccc(F)cc2)n1C,0,8,4,-3,98,99,0,-2.3,-10
CN1CCN(CCC(=O)Nc2ccccc2)CC1,3,-12,3,-1,94,95,0,2.4,4
N#Cc1ccsc1NC(=O)COC(=O)c1ccc(NC(N)=O)cc1,0,-3,-34,5,?,?,0,-3.4,-2
Cc1cc(C)nc(SCc2nnc(SCC(=O)Nc3ncc(C)s3)n2Cc2ccco2)n1,0,3,-1,-4,98,100,0,-0.9,19
COCCN(C(=O)c1c(C)noc1C)c1c(N)n(CC(C)C)c(=O)[nH]c1=O,6,-15,.,-8,95,95,0,.,26
COc1ccc(CN2CCCC(CO)(Cc3ccc(F)cc3)C2)c(OC)c1OC (centres undefined),5,1,-1,2,100,12,6,-1.1,16
CC(Oc1ccc(-c2ccccc2)c(F)c1)c1ccn(S(=O)(=O)c2cccc3ccccc23)n1 (centres undefined),1,4,-1,-6,86,94,0,0.2,11
O=C(NCC1CCCO1)c1ccccc1 (centres undefined),10,10,7,4,?,.,2,0.6,-3
O=[N+]([O-])c1ccc(Cl)c(-c2ccc(/C=N/c3c(-c4ccco4)nc4ccccn34)o2)c1,8,15,3,6,97,97,0,-1.1,-241
COc1cccc2oc3ccc(C#CC4(N)CCCCC4)cc3c(=O)c12,-2,7,3,-2,84,88,1,3.1,1
Cc1cccc(C)c1NC(=O)CNCC(=O)Nc1c(C)cccc1C,0,4,-4,1,95,104,0,3.1,-11

# Other structures.
SMILES,GLD-1 RNA inh,MCL1-BIM inh,Fam108B counter,Bcl-xL primary,CIT2 TOR yeast,AGP1-GFP MLPCN,GRK2 aptamer HTS,MEX-5 binding,VLA-4 inh
CC(=O)c1ccc(Nc2nc(C)cc(C)n2)cc1,-2,7,3,3,99,88,.,-0.2,10
Nc1cccc(C(=O)N/N=C/c2ccsc2)c1,-8,5,-5,2,95,99,1,2.7,18
COCC(C)NS(=O)(=O)c1ccc(C(=O)NC(Cc2ccccc2)c2ccccc2)cc1 (centres undefined),-2,2,2,1,114,97,3,0.4,5
COc1cc([N+](=O)[O-])cc2cc(C(=O)N3CCN=C3c3ccccc3)c(=O)oc12,4,2,-1,1,107,106,0,0.7,5
O=C(OCC(=O)N1CCc2ccccc21)c1cncc(Br)c1,-2,-3,-1,2,91,97,0,-2.5,16
COc1ccc(S(=O)(=O)N2CCCC(C(=O)N3CCOCC3)C2)cc1Cl (centres undefined),1,0,0,5,99,101,38,5.8,7
O=C(COC(=O)c1ccc(Cl)nc1)Nc1ccc(N2CCCCC2)cc1,-1,.,.,.,109,105,0,.,9
COC(=O)c1nn(-c2ccc(-c3ccccc3)cc2)cc1O,-2,-5,-3,1,75,77,0,-1.4,12
Cc1[nH]nc(SCC(=O)N2CCCC2)c1[N+](=O)[O-],4,-1,-1,2,94,98,0,2.4,-3
CCC(=O)Nc1cc2[nH]c(=O)cc(C)c2cc1C,3,2,0,5,97,96,0,1.4,-1
CCCc1nc2sc3c(c2c(=O)n1NC(=O)c1ccco1)CC(C)(C)OC3,5,-1,-1,1,102,100,1,-2.0,7
Cc1ccc(C(=O)N2CCN(c3ncc(C(F)(F)F)cc3Cl)CC2)s1,.,.,.,.,94,83,3,-2.6,1
C[C@H](OC(=O)N1CCN(C(c2ccccc2)c2ccccc2)CC1)[C@@H]1O[C@@]2(C)CCC[C@H]1O2,6,16,0,4,90,90,0,3.1,3
COC(=O)[C@@]12CCCCN1[C@H](c1ccc(-c3ccccc3)cc1)[C@H]1C(=O)N(C)C(=O)[C@H]12,2,11,0,7,66,80,0,-0.3,16
COc1ccc(S(=O)(=O)N2CCC(C(=O)NCc3ccco3)CC2)cc1C,3,4,-1,3,106,96,0,-0.1,10
Cc1cc(C)nc(N(C#N)Cc2ccc(Br)cc2)n1,2,4,4,1,90,87,2,3.6,5
Cc1cc(=O)[nH]c(SCC2COC3(CCCCC3)O2)n1 (centres undefined),-6,6,0,4,109,107,0,-3.0,4
O=C(Nc1cc(C(F)(F)F)ccc1Cl)c1cc2nc3c(c(C(F)(F)F)n2n1)CCCC3,0,1,1,9,106,101,0,2.5,-11
CNS(=O)(=O)c1cc(NC(=O)CCCNC(=O)c2ccc(Cl)cc2)ccc1C,-2,-14,3,7,91,87,0,0.4,0
O=C(NCCCCc1ccccc1)C1CC(c2cccc([N+](=O)[O-])c2)=NO1 (centres undefined),-2,-4,-4,3,93,99,3,2.2,-5
CCNc1nc2c(c(=O)n(C)c(=O)n2C)n1Cc1ccc(Cl)cc1,2,-5,0,3,96,102,2,3.9,57*
O=C(Nc1cccc(C(F)(F)F)c1)c1n[nH]c(Cn2cncn2)n1,10,5,0,1,105,103,3,-1.1,23
CC(C)(C)c1ccc(/C=C/C(=O)Nc2nncs2)cc1,0,6,0,4,100,101,1,1.8,14

# Source: PubChem (several laboratories)
